FBW7 act = human FBW7 E3 ligase activation, primary screen. AlphaScreen FBW7–phospho-cyclin E peptide binding, activator screen. actives 0.13% (n = 650,000). AID 1259310. Q969H0. normalized activity (activation), % at 26.1 µM; in the data active = normalized activity above about 1.9%;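 also: purified mutant Fbw7 with reduced substrate affinity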
GPR151 activ = activators of human GPR151; Q8TDV0; PathHunter beta-arrestin GPR151 cells, luminescence; activation, % at 11.2 µM; actives 1% (n = 650,000); AID 1508602; in the data active = activation above about 4.9%;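 also: 0% = median of compound wells and 100% = cells with positive control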
Target sequence (Q8TDV0 whole entry, looked up): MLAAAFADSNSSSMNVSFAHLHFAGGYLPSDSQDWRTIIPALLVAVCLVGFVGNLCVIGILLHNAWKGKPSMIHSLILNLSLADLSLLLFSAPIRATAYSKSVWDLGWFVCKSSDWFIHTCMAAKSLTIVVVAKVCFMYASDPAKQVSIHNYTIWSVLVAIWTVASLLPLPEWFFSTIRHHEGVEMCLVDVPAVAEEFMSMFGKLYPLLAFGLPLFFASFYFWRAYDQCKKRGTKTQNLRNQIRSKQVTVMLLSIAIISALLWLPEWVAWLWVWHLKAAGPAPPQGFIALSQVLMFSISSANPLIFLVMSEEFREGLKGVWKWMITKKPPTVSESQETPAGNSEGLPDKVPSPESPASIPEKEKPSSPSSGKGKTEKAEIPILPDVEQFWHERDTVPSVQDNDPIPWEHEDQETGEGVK
MITF inh = blocks human microphthalmia-associated transcription factor; AID 1259374; actives 0.91% (n = 650,000); inhibition, % at 2.6 µM; AlphaScreen MITF homodimerization, bead proximity signal; O75030; in the data active = inhibition above about 50%;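 also: 0% = vehicle wells with protein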
Target sequence (O75030 whole entry, looked up): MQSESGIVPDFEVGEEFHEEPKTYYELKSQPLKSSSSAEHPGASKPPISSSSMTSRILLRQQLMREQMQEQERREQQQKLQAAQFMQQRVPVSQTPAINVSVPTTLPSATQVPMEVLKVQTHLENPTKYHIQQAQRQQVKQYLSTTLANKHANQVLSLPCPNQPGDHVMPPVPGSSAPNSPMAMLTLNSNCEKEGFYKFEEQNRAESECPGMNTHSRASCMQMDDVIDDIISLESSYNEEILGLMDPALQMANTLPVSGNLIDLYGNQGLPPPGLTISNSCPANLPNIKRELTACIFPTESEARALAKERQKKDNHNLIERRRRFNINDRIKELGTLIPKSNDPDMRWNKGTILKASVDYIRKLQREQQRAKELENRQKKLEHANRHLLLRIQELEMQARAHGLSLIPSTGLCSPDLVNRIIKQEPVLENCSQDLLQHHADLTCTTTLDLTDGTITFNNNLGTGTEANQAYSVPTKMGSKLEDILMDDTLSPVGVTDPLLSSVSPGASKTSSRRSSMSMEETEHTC
TEAD-YAP inh = TEAD-YAP interaction inhibition. AID 1259422. HEK-TIYL cells, TEAD-Gal4/YAP UAS-luciferase luminescence. actives 1.4% (n = 640,000). inhibition, % at 9.12 µM; in the data active = inhibition above about 32%;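 also: 0% = median of test compound wells and 100% = reference inhibitor wells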
Numbers without * were called inactive. Compounds as they come; 3.4% or so of the library scored in one or more.

What do the screens show for `CC(C)n1cnc2c(NCc3cccc(C(F)(F)F)c3)nc(Nc3ccc4ncccc4c3)nc21`?
FBW7 act: -0.1; GPR151 activ: -0.2; MITF inh: -5; TEAD-YAP inh: -20

Results for O=C(c1nc2ccccn2c1CN1CCC(Cc2ccccc2)CC1)N1CCCC1 ?
FBW7 act: 0.0; GPR151 activ: -0.7; MITF inh: 3; TEAD-YAP inh: 5

How did COc1ccccc1NC(=O)CSc1nc(-c2ccc(Cl)cc2)cn1-c1ccc(C)cc1 do in these assays?
FBW7 act: 0.0; GPR151 activ: -2.0; MITF inh: -12; TEAD-YAP inh: -3

Results for O=C(NCC1CCCO1)c1c(O)c2ccccc2[nH]c1=O (stereo not drawn) ?
FBW7 act: -0.1; GPR151 activ: -1.2; MITF inh: 1; TEAD-YAP inh: -12

How did CCCC(=O)Nc1cc2nn(-c3ccc(C)cc3)nc2cc1C do in these assays?
FBW7 act: 0.4; GPR151 activ: -0.6; MITF inh: 12; TEAD-YAP inh: -42

How did COc1ccc(NC(=O)COc2ccc([N+](=O)[O-])cc2)c(OC)c1 do in these assays?
FBW7 act: -0.1; GPR151 activ: 0.6; MITF inh: -4; TEAD-YAP inh: 9

How did Cc1c[n+](C)c(C)cc1Nc1ccccc1 do in these assays?
FBW7 act: 0.0; GPR151 activ: -0.2; MITF inh: -8; TEAD-YAP inh: 12

What do the screens show for `c1ccc(COc2cccc(C3Oc4ccccc4C4CC(c5ccccc5)=NN43)c2)cc1` (stereo not drawn)?
FBW7 act: 0.1; GPR151 activ: -2.6; MITF inh: 11; TEAD-YAP inh: -29

Results for COc1cc(NS(=O)(=O)c2ccc(N/C=C/C(=O)c3cccs3)cc2)nc(OC)n1 ?
FBW7 act: 0.0; GPR151 activ: -0.3; MITF inh: 2; TEAD-YAP inh: -35

Results for Cc1ccc(NC(=O)/C=C/c2ccc([N+](=O)[O-])s2)cc1 ?
FBW7 act: -0.1; GPR151 activ: 0.4; MITF inh: 0; TEAD-YAP inh: -14

Reprinted at random: 5 records from the list
What do the screens show for `CC(C)n1cnc2c(NCc3cccc(C(F)(F)F)c3)nc(Nc3ccc4ncccc4c3)nc21`?
FBW7 act: -0.1; GPR151 activ: -0.2; MITF inh: -5; TEAD-YAP inh: -20

How did Cc1c[n+](C)c(C)cc1Nc1ccccc1 do in these assays?
FBW7 act: 0.0; GPR151 activ: -0.2; MITF inh: -8; TEAD-YAP inh: 12

What do the screens show for `c1ccc(COc2cccc(C3Oc4ccccc4C4CC(c5ccccc5)=NN43)c2)cc1` (stereo not drawn)?
FBW7 act: 0.1; GPR151 activ: -2.6; MITF inh: 11; TEAD-YAP inh: -29

How did CCCC(=O)Nc1cc2nn(-c3ccc(C)cc3)nc2cc1C do in these assays?
FBW7 act: 0.4; GPR151 activ: -0.6; MITF inh: 12; TEAD-YAP inh: -42

Results for O=C(c1nc2ccccn2c1CN1CCC(Cc2ccccc2)CC1)N1CCCC1 ?
FBW7 act: 0.0; GPR151 activ: -0.7; MITF inh: 3; TEAD-YAP inh: 5

Next entries:
How did c1ccc(Oc2cccc(Oc3cccc(Oc4cccc(Oc5ccccc5)c4)c3)c2)cc1 do in these assays?
FBW7 act: 0.4; GPR151 activ: 0.8; MITF inh: -4; TEAD-YAP inh: -6

How did O=C(c1cccc2ccccc12)N1CCN2C(=O)[C@H]3CCCN3C(=O)[C@H]2C1 do in these assays?
FBW7 act: 1.0; GPR151 activ: -1.4; MITF inh: -5; TEAD-YAP inh: -6

What do the screens show for `O=C(CCSCc1cccc(F)c1)NC1CCCCCC1`?
FBW7 act: -0.1; GPR151 activ: -0.7; MITF inh: 1; TEAD-YAP inh: -40

Results for CC(C)(C)C(=O)CSc1nnc(-c2ccncc2)n1-c1ccccc1 ?
FBW7 act: -0.1; GPR151 activ: 0.5; MITF inh: 4; TEAD-YAP inh: 5

What do the screens show for `CCCCCOc1ccc(NC(=O)C(=O)NCc2ccccc2Cl)cc1`?
FBW7 act: -0.1; GPR151 activ: -0.6; MITF inh: 4; TEAD-YAP inh: 2

Results for CC(=O)CC(O)(c1ccccc1)C(F)(F)C(F)F (stereo not drawn) ?
FBW7 act: -0.1; GPR151 activ: 1.2; MITF inh: 5; TEAD-YAP inh: -14

What do the screens show for `COc1cc2cc3c(N)c(C(=O)Nc4ccc(C(C)=O)cc4)sc3nc2cc1OC`?
FBW7 act: 0.0; GPR151 activ: 0.6; MITF inh: 3; TEAD-YAP inh: 9

How did Cc1cc(NC(=O)c2cc3c(=O)n4cccc(C)c4nc3n2C)ccc1Br do in these assays?
FBW7 act: -0.1; GPR151 activ: 0.2; MITF inh: -4; TEAD-YAP inh: -2

Results for O=C(NCCc1nnc2n1CCN(Cc1ccccc1C(F)(F)F)CC2)c1ccoc1 ?
FBW7 act: 0.1; GPR151 activ: 1.8; MITF inh: -1; TEAD-YAP inh: -19

What do the screens show for `O=C(CC(NCc1cccnc1)C(=O)O)c1ccc(Br)cc1` (stereo not drawn)?
FBW7 act: -0.1; GPR151 activ: 1.7; MITF inh: -9; TEAD-YAP inh: 2

Results for O=C1N/C(=N\S(=O)(=O)c2ccccc2)S/C1=C/c1cccnc1 ?
FBW7 act: -0.1; GPR151 activ: 0.0; MITF inh: -6; TEAD-YAP inh: 6

What do the screens show for `COc1ccccc1NC(=O)/C=C/C(=O)O`?
FBW7 act: 0.0; GPR151 activ: 0.5; MITF inh: -1; TEAD-YAP inh: 2

Results for CCOC(=O)c1cnc2ccccc2c1 ?
FBW7 act: 0.1; GPR151 activ: 1.1; MITF inh: -6; TEAD-YAP inh: -15

What do the screens show for `C/C(=N\NC(=O)CN(c1c(C)cccc1C)S(C)(=O)=O)c1ccc([N+](=O)[O-])cc1`?
FBW7 act: -0.1; GPR151 activ: 1.3; MITF inh: 18; TEAD-YAP inh: -3

How did O=C(NCCCl)Nc1ccc2[nH]c(=O)[nH]c2c1 do in these assays?
FBW7 act: 0.3; GPR151 activ: -0.2; MITF inh: 13; TEAD-YAP inh: -6

Results for Cc1cc(C)cc(NC(=O)CSc2n[nH]c(N)n2)c1 ?
FBW7 act: 0.0; GPR151 activ: -0.5; MITF inh: 11; TEAD-YAP inh: 7

Results for C=CCn1c(=O)c(CN2CCCC(O)C2)cc2cc(C)ccc21 (stereo not drawn) ?
FBW7 act: 0.0; GPR151 activ: -0.1; MITF inh: -16; TEAD-YAP inh: 5

What do the screens show for `C=CCOC(=O)C1C(=O)CC(C)(O)C(C(=O)OCC=C)C1c1ccc(N(C)C)cc1` (stereo not drawn)?
FBW7 act: 0.0; GPR151 activ: -0.9; MITF inh: -2; TEAD-YAP inh: -4

Results for O=C(CSc1ncn[nH]1)NCc1ccc(Cl)cc1 ?
FBW7 act: 0.1; GPR151 activ: 1.4; MITF inh: 5; TEAD-YAP inh: 1

What do the screens show for `Cc1ccc(CNC(=O)c2ccc(N3CC4CC(C3)c3cccc(=O)n3C4)c(NS(=O)(=O)c3ccc(Cl)cc3)c2)cc1` (stereo not drawn)?
FBW7 act: -1.1; GPR151 activ: -0.2; MITF inh: -4; TEAD-YAP inh: -4

Results for Nc1n[nH]c(C(=O)N/N=C/c2cccs2)n1 ?
FBW7 act: -0.4; GPR151 activ: 1.5; MITF inh: 77*; TEAD-YAP inh: -4

What do the screens show for `Cc1ccc([N+](=O)[O-])cc1S(=O)(=O)Nc1ccc(-c2csc(-c3ccccc3)n2)cc1`?
FBW7 act: -0.1; GPR151 activ: 0.0; MITF inh: -2; TEAD-YAP inh: 7

Results for Cc1nnc(SCC(=O)N(Cc2ccccc2)C(C)(C)C)[nH]c1=O ?
FBW7 act: -0.2; GPR151 activ: 0.2; MITF inh: -5; TEAD-YAP inh: -5

What do the screens show for `OCC(CO)(CO)N=Cc1c(O)ccc2ccccc12`?
FBW7 act: 0.5; GPR151 activ: -0.8; MITF inh: 11; TEAD-YAP inh: 11

What do the screens show for `CCOC(=O)c1c(-c2ccccc2)csc1NC(=O)c1ccc([N+](=O)[O-])cc1Cl`?
FBW7 act: 0.5; GPR151 activ: 0.1; MITF inh: 16; TEAD-YAP inh: 13

Results for Cc1nc(SCC2=C(C(=O)OC(C)C)C(c3cccc(I)c3)C(C#N)=C(N)O2)c(C#N)c(C)c1C (stereo not drawn) ?
FBW7 act: 0.3; GPR151 activ: -0.3; MITF inh: 1; TEAD-YAP inh: -11

What do the screens show for `c1ccc(CNc2nc(-c3csc4ccccc34)nc3c2ncn3-c2ccsc2)cc1`?
FBW7 act: 0.0; GPR151 activ: -0.5; MITF inh: -6; TEAD-YAP inh: 6

How did COc1cccc2c1OC1(CCN(C(=O)Nc3ccc(C)cc3)CC1)OC2 do in these assays?
FBW7 act: -0.4; GPR151 activ: 0.5; MITF inh: -2; TEAD-YAP inh: 0

What do the screens show for `CCCCOC(=O)c1ccc(NC(=O)c2ccc(C(C)(C)C)cc2)cc1`?
FBW7 act: 0.1; GPR151 activ: 0.4; MITF inh: 3; TEAD-YAP inh: 12

How did CC12c3ccccc3C(c3ccccc31)C1C(=O)N(c3ccccc3[N+](=O)[O-])C(=O)C12 (stereo not drawn) do in these assays?
FBW7 act: -0.1; GPR151 activ: 0.5; MITF inh: 4; TEAD-YAP inh: -5

What do the screens show for `COc1ccc2c(c1)-c1c(ssc1=S)C(C)(C)N2C(=O)Cc1cccs1`?
FBW7 act: -0.3; GPR151 activ: -0.4; MITF inh: 38; TEAD-YAP inh: -5

What do the screens show for `CC1CCCC(NC(=O)COC(=O)c2ccccc2F)C1C` (stereo not drawn)?
FBW7 act: 0.1; GPR151 activ: 0.5; MITF inh: 4; TEAD-YAP inh: -4

Results for O=C(NCCc1c[nH]c2ccccc12)C1CC12CCN(C(=O)C1=CCCC1)CC2 (stereo not drawn) ?
FBW7 act: 0.8; GPR151 activ: 0.8; MITF inh: 18; TEAD-YAP inh: -3

What do the screens show for `Cc1cc(C(=O)N2CCC(C3(CCC(C)C)NC(=O)NC3=O)CC2)c2ccccc2n1` (stereo not drawn)?
FBW7 act: -0.1; GPR151 activ: -1.4; MITF inh: 4; TEAD-YAP inh: 9

How did COC(=O)c1ccccc1NC(=O)c1sc2ncn(CC(=O)N3CCOCC3)c(=O)c2c1C do in these assays?
FBW7 act: -0.1; GPR151 activ: 0.0; MITF inh: 13; TEAD-YAP inh: 0

What do the screens show for `COC(=O)C1=C(C)NC(SCC(=O)Nc2ccccc2Cl)=C(C#N)C1c1ccccc1F` (stereo not drawn)?
FBW7 act: 0.4; GPR151 activ: -2.1; MITF inh: 6; TEAD-YAP inh: -27

Results for N#Cc1cccc(CN2CCc3nc(-c4ccccn4)nc(N4CCCC4)c3C2)c1 ?
FBW7 act: -0.7; GPR151 activ: 0.8; MITF inh: 20; TEAD-YAP inh: -2

What do the screens show for `Cc1nc(Nc2ccc(F)c(Cl)c2)c2c3c(sc2n1)CCC3`?
FBW7 act: 0.0; GPR151 activ: -1.0; MITF inh: 5; TEAD-YAP inh: 3

What do the screens show for `CCN(CC)C(=O)C1CCCN(c2cc(C(=O)NCCOc3ccccc3)ccn2)C1` (stereo not drawn)?
FBW7 act: 0.0; GPR151 activ: 0.8; MITF inh: 1; TEAD-YAP inh: 6

Results for O=C(CCc1nc2ccccc2[nH]1)Nc1ccc(Cl)cc1 ?
FBW7 act: 0.0; GPR151 activ: 0.7; MITF inh: -9; TEAD-YAP inh: -9

What do the screens show for `COC(=O)c1ccc2c(c1)CC(c1nc3ccc(-c4cn[nH]c4)cc3c(=O)[nH]1)CO2` (stereo not drawn)?
FBW7 act: 0.9; GPR151 activ: -1.9; MITF inh: 15; TEAD-YAP inh: -5

Results for COc1ccc(CNC(=O)C(C)N(c2ccccc2)S(C)(=O)=O)cc1 (stereo not drawn) ?
FBW7 act: 0.0; GPR151 activ: 0.5; MITF inh: -7; TEAD-YAP inh: 0

What do the screens show for `CC(=O)N1CCN(CC(=O)Nc2ccc(F)c(F)c2F)CC1`?
FBW7 act: 0.1; GPR151 activ: 2.5; MITF inh: 13; TEAD-YAP inh: -1

Results for CC1CCN(C(=O)c2cc3n(n2)C(C(F)(F)F)CC(c2ccccc2)N3)CC1 (stereo not drawn) ?
FBW7 act: 1.3; GPR151 activ: 0.6; MITF inh: 24; TEAD-YAP inh: 12

What do the screens show for `Cc1c(Cl)cccc1N1C(N)=C(C#N)C(c2cccs2)C2=C1CC(C)(C)CC2=O` (stereo not drawn)?
FBW7 act: 0.2; GPR151 activ: -1.9; MITF inh: 5; TEAD-YAP inh: 3

Results for CC1=C(C(=O)N2CCCCC2)C2(CCCCCC2)OC1=O ?
FBW7 act: -0.1; GPR151 activ: 0.2; MITF inh: 3; TEAD-YAP inh: -6

How did COc1cccc(NC(CNS(=O)(=O)c2ccccc2)c2ccccc2)c1 (stereo not drawn) do in these assays?
FBW7 act: 0.8; GPR151 activ: -1.6; MITF inh: 0; TEAD-YAP inh: 0

How did O=C(CSc1nnnn1-c1ccccc1)Nc1ccc2c(c1)oc1ccccc12 do in these assays?
FBW7 act: 0.2; GPR151 activ: 1.0; MITF inh: 4; TEAD-YAP inh: 3

How did O=S(=O)(/N=C(/c1ccccc1)N1CCOCC1)c1ccc(Br)cc1 do in these assays?
FBW7 act: 0.6; GPR151 activ: 1.1; MITF inh: 19; TEAD-YAP inh: 5

Assay outcomes as filed in PubChem.
